# High-throughput results from PubChem BioAssay.
# Lipid storage S3: qHTS Assay for Lipid Storage Modulators in Drosophila S3 Cells. 0.64% of 320,000 active. lipid storage change, negative = inhibition, % at the top dose, mostly 46.1 µM; hits show Potency in µM. AID 2685, 2010. Drosophila S3 cells, BODIPY lipid droplet fluorescence, 18-24 h; cells fed with added oleic acid; active means well fitted inhibition curve with a large enough effect in the signal ratio, with a control signal flat, not every such curve was filed as active; inconclusive means small, poorly fitted or top-dose-only effect, or effect the other way, or a change in a side signal; the % refers to the signal ratio
#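 Drosophila S3 cells got compounds at several concentrations plus oleic acid (400 uM solution). Laser-scanning cytometry with 488 nm excitation read lipid droplets at 500-530 nm and cells at 575-640 nm. Percent activity was relative to 20 uM Triacsin C.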
# Lipid storage S3 cell count max: recorded beside Lipid storage S3, whose call it bears; cell number change, %; measured here: cell count max response;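 cells counted by Cell Tracker Red CMTPX staining in the red channel; peak over a dose series mostly up to 46.1 µM; percent activity relative to internal control wells on each plate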
# An asterisk follows results filed as active; i = inactive; ? = inconclusive; · = no result given; [ ] = dose if it differs, or a comment. On the % scale 0 is the no-effect control and ±100 the full control effect; potency means the concentration at half of the fitted maximal effect. An excerpt. The share of hits here may be higher or lower than overall.
# Values run as follows: Lipid storage S3 cell count max	Lipid storage S3
Cc1ccc2c(C)c(C(=O)NCc3ccc(S(N)(=O)=O)cc3)oc2c1
  -19	-23%
NC(=O)CSc1nnc(-c2cc3ccccc3o2)n1Cc1ccccc1
  ·	?
CCOc1ccc(-c2[nH]ncc2Oc2ccccc2OCC)c(O)c1
  ·	?
COc1cccc(OC)c1C(=O)NC(=S)N1CCN(c2ccc(C(F)(F)F)cc2[N+](=O)[O-])CC1
  -14	8%
CC(=O)c1ccc(NCC2COc3ccccc3O2)c([N+](=O)[O-])c1 (stereo not given)
  9	10%
CCOC(=O)C1(CC2CC2)CCN(Cc2cnc(N(C)C)s2)CC1
  -9	18%
CCNc1nc(NCC)nc(SCCOC(=O)c2ccccc2)n1
  -5	0%
COc1ccccc1N1CCN(C(=O)c2cc(-c3ccccc3)on2)CC1
  7	-15%
COc1ccc(-c2c(C)oc3c(CN4CCCCC4C)c(O)ccc3c2=O)cc1 (stereo not given)
  14	i
O=C(c1ccc(COc2ccc(Cl)cc2)o1)N1N=C(C(F)F)CC1(O)C(F)F (stereo not given)
  ·	?
CCOc1ccc(C2C(C(=O)Nc3ccccc3)=C(C)N=c3s/c(=C/c4cccc(OCC(=O)O)c4)c(=O)n32)cc1 (stereo not given)
  -14	-7%
Nc1cc(N)nc(SCc2cccnc2)n1
  ·	?
Cn1nc(C(F)(F)F)c2cc(C(=O)Nc3ccc(C(F)(F)F)cc3)sc21
  ·	?
COc1cccc2sc(N3CCN(C(=O)c4ccco4)CC3)nc12
  ·	?
O=C(Nc1ccccc1)C(Cc1cccs1)c1nn[nH]n1 (stereo not given)
  -2	i
COc1ccc(N2CCN(c3nc(NCCc4ccc(OC)c(OC)c4)nc(OC)n3)CC2)cc1
  ·	?
O=C(NCCCC(=O)N1CCOCC1)c1cccnc1
  ·	?
CCOC(=O)N1CCC(c2cc(=O)n3[nH]ccc3n2)CC1
  ·	?
CC(C)CCN1CCC(n2nccc2NC(=O)C2CCOC2)CC1 (stereo not given)
  -12	9%
COc1ccc(C(NC(=O)c2ccc(-c3ccccc3)cc2)c2ccccc2)cc1 (stereo not given)
  ·	?
C=CCn1c(SCc2ccccc2C#N)nnc1-c1ccccc1O
  -15	-5%
COc1ccc2c(c1OC)C(C1c3c(cc4c(c3OC)OCO4)CCN1C)OC2=O (stereo not given)
  -3	1%
COc1ccc(S(=O)(=O)NCCC(=O)NCc2cccs2)cc1
  ·	?
Cn1ccnc1SCc1ccc([N+](=O)[O-])cc1
  1	-5%
CCNc1nc2nonc2nc1NCC
  ·	?
CCOC(=O)C1CCN(C(=O)c2cnn3c(C)cc(C)nc23)CC1
  ·	?
O=C(CN1C(=O)C2C3CCC(C3)C2C1=O)OCC(=O)c1cccc([N+](=O)[O-])c1 (stereo not given)
  3	5%
Cc1cc(C)nc(SCC(=O)N(C)CC(=O)Nc2c(Cl)cccc2Cl)n1
  ·	?
CC(=O)Nc1ccc(SC[C@H](Cc2ccccc2)N2CCN(CCc3ccccc3)CCC2=O)cc1
  -12	1%
O=C(O)CCN1C(=O)c2ccc(NC(=O)CCc3ccccc3)cc2C1=O
  6	19%
Cc1noc(C)c1C(=O)Nc1nc(-c2cccs2)cs1
  ·	?
CC(NC(=O)c1cccc(S(=O)(=O)N2CCN(Cc3ccccc3)CC2)c1)c1ccc(Br)cc1 (stereo not given)
  ·	?
Cc1cc(C)c(NC(=O)CSCc2c(C)noc2C)c(Cl)c1
  ·	-3%
O=C(OCC(=O)N1CCCc2ccccc21)c1cnc(Cl)c(Cl)c1
  ·	?
COc1ccc(NC(=O)CSc2nc3ccccc3nc2N2CCCC2)c(OC)c1
  -21	-15%
CN(C)c1ccc(/C=N/NC(=O)c2cccc(N3CCCC3=O)c2)cc1
  -1	-3%
CCC(CC)C(=O)NCc1ccccc1Cl
  0	0%
CCOC(=O)COn1c(=O)c(-c2ccc(C)cc2)[n+]([O-])c2ccccc21
  ·	?
Cc1ccccc1NC(=O)NC(C)(C)CC(C)(C)C
  -7	-4%
OC(c1cc(-c2ccc(C(F)(F)F)cc2)nc(C(F)(F)F)c1)C1CCCCN1 (stereo not given)
  ·	?
CCOc1ncccc1C(=O)OCc1ccc(C(=O)OC)cc1
  ·	?
O=C(Nc1ccccc1)c1ccc(-c2ccccc2)s1
  3	4%
COC(=O)c1c(NC(=O)CSc2nncs2)sc2c1CCCCC2
  ·	?
Cc1cc(OCC(=O)NCCc2c[nH]c3ccccc23)c2c(C)c(C)c(=O)oc2c1
  ·	?
CC(=O)c1ccc(S(=O)(=O)NCC(=O)N2CCN(C/C=C/c3ccccc3)CC2)cc1
  -7	3%
C/C(=C\c1ccco1)C1C(C#N)=C(N)Oc2n[nH]c(-c3ccccc3)c21 (stereo not given)
  ·	?
CCCCCN(C(=O)NC(=O)NCCCC)S(C)(=O)=O
  ·	?
CCCNC(=O)C1CC(=O)N(c2ccc(OCC)cc2)C1 (stereo not given)
  13	1%
O=C(COc1ncnc2cc([N+](=O)[O-])ccc12)N(CCc1ccccc1)Cc1ccccc1
  ·	?
COc1cc(C)nc(NC(=S)N(C)C(=O)c2ccccc2)n1
  -7	17%
COc1ccc(N=C2S/C(=C\c3ccc(N4CCOCC4)o3)C(=O)N2CCc2c[nH]c3ccccc23)cc1
  ·	?
COc1ccc(/C(C)=N/NC(=O)c2nc(C)cc(C)n2)cc1
  ·	?
Cc1ccc(C23CC4CC(CC(NC(=O)NCCN(C)C)(C4)C2)C3)cc1
  ·	?
CCCC(=O)Nc1ccc(S(=O)(=O)N2CCC(c3nc4ccccc4[nH]3)CC2)cc1
  ·	0%[0.0737 µM]
Cc1ccccc1-c1noc(C2CCCCC2)n1
  ·	?
CC(C)n1nc(C(=O)Nc2nc3ccccc3[nH]2)c2ccccc2c1=O
  ·	?
CCn1cc(CNCc2cn(C)nc2-c2ccc(C3CCCCC3)cc2)cn1
  0	9%
COc1cc(N2C(=O)CC3(CCCC3)CC2=O)cc(OC)c1OC
  ·	?
O=C(COc1ccc2c(c1)OCO2)Nc1ccc2c(c1)oc1ccccc12
  ·	?
Oc1cc2c(cc1CN1CCN(c3ncccn3)CC1)OCO2
  ·	?

# Next part:
# Values run as follows: Lipid storage S3 cell count max	Lipid storage S3
CC(NC(=S)Nc1cccc(F)c1)C(c1cccs1)N1CCOCC1 (stereo not given)
  -1	0%
COc1ccc(/C=C/C(=O)NC(=S)NCc2ccccc2)cc1OC
  -8	-11%
CCc1cc2cc(C)cc(C)c2nc1Cl
  ·	?
CCN(CC(=O)NCc1cccs1)C(=O)CCC(=O)c1ccc(C)cc1
  -6	i
CN(C)CCNC(=O)NC1CCCCC1
  ·	?
CCOC(=O)c1sc(NC(=O)CSc2nc(C)cc(C)n2)c(C#N)c1C
  -21	20%
Cc1ccc(NC(=O)COc2cccc(Oc3ccccc3)c2)cc1S(=O)(=O)N1CCOCC1
  ·	?
COc1ccccc1C(=O)Oc1ccc(N2C(=O)CCC2=O)cc1
  -11	25%
CCOC(=O)N1CCC(NC(=O)c2cc3cc4cc(OC)ccc4nc3o2)CC1
  -15	i
CCOC(=O)C1CCN(C(=O)c2ccc(Cl)c(S(=O)(=O)N3CCCC3)c2)CC1
  ·	?
O=C(O)c1ccc(CSc2nnc(-c3ccccc3)n2-c2ccccc2)cc1
  ·	?
NC(=O)C(c1ccc(Cl)cc1Cl)c1ncc(C(F)(F)F)cc1Cl (stereo not given)
  -5	11%
CCC(CC)NC(=O)C1CC(=O)N(CCc2ccc(F)cc2)C1 (stereo not given)
  ·	i
Cc1ccc(C(=O)c2c[nH]c(C(=O)NCCCN3CCOCC3)c2)cc1
  -5	16%
CNC(=S)N1N=C(c2ccc(Br)cc2)CC1c1ccc(OC)cc1 (stereo not given)
  0	-25%
COc1ccc(S(=O)(=O)N2CCCCC2)cc1NC(=O)c1cncc(Br)c1
  ·	?
Nc1ccc(NC(=O)CCN2CCOCC2)cc1
  ·	?
O=C(CSc1ccc2nnc(-c3ccccn3)n2n1)NCC1CCCO1 (stereo not given)
  ·	?
COc1ccc(CCNC(=O)CSc2n[nH]c(N)n2)cc1OC
  ·	?
N#C/C(=C\c1cc(Cl)c(OCc2ccc(Cl)cc2)c(Cl)c1)C(N)=O
  -7	-2%
CC(CNC(=O)c1ccco1)NC(=O)c1ccco1 (stereo not given)
  ·	?
Cc1cc(C)c(C(CC(=O)c2cccs2)C(C#N)C#N)c(C)c1 (stereo not given)
  3	7%
COc1cc(C2NC(=O)N(C)C(C)=C2C(=O)OCc2ccccc2)cc(Br)c1O (stereo not given)
  ·	?
CCC(C)C(NC(=O)c1ccccc1NC(=O)c1ccc(OC)cc1)C(=O)NCCCn1ccnc1 (stereo not given)
  ·	?
O=C(CCCOc1ccc(Cl)cc1Cl)Nc1ncccn1
  2	5%
CCS(=O)(=O)NCCc1csc(-c2ccccc2)n1
  ·	?
O=[N+]([O-])c1cc(C(F)(F)F)ccc1-n1nnc2ccccc21
  5	0%
Nc1c(N(CCC2=CCCCC2)C(=O)COc2ccc(F)cc2)c(=O)[nH]c(=O)n1Cc1ccccc1
  ·	?
Cc1cccc2c(C(=O)N3CCN(C(=O)c4ccco4)CC3)cc(-c3cccc(Br)c3)nc12
  ·	?
Cc1ccc(-c2csc(NC(=O)COC(=O)c3cccc(S(=O)(=O)N4CCOCC4)c3)n2)cc1
  ·	?
Cc1ccc2c(c1)sc1nc(=O)n(-c3ccccc3)c(=O)n12
  -9	-3%
Cc1ccc(S(=O)(=O)c2c[nH]c3ccc(C)cc3c2=O)cc1
  ·	?
CN1CCN(C(=S)Nc2ccc(S(N)(=O)=O)cc2)CC1
  ·	?
CCc1nn(CC(=O)NCCCN(C)Cc2ccccc2)c(=O)c2cc3sc(C)cc3n12
  11	i
N#Cc1ccccc1Sc1ccccc1C(=O)OCC(=O)NC1CCS(=O)(=O)C1 (stereo not given)
  0	10%
CC1(C)CC(=O)c2c(O)cc(OCc3ccc(Br)cc3)cc2O1
  ·	?
CCn1ncc(C2=NOC(C(=O)Nc3cccc(C(C)=O)c3)C2)c1C (stereo not given)
  ·	?
CCOC(=O)c1c(-c2ccccc2)oc2ccc(OCC(=O)NNC(=O)CCCC(=O)O)cc12
  ·	?
CCc1nc2ccc(C)cc2c(C(=O)Oc2cccc3cccnc23)c1C
  ·	?
O=[N+]([O-])c1ccc(-c2ccc(C=Nc3cccc4ccccc34)o2)cc1
  -9	4%

# Three of the compounds above, with tabs.
SMILES	Lipid storage S3 cell count max	Lipid storage S3
CCCNC(=O)C1CC(=O)N(c2ccc(OCC)cc2)C1 (stereo not given)	13	1%
O=C(COc1ncnc2cc([N+](=O)[O-])ccc12)N(CCc1ccccc1)Cc1ccccc1	·	?
COc1cc(C)nc(NC(=S)N(C)C(=O)c2ccccc2)n1	-7	17%

# Remaining list, next part
# Values run as follows: Lipid storage S3 cell count max	Lipid storage S3
O=C(CN1C(=O)C2C3c4ccccc4C(c4ccccc43)C2C1=O)Nc1cccc(C(=O)O)c1 (stereo not given)
  2	5%
Cc1ccc(C(=O)N/N=C/c2ccc([N+](=O)[O-])s2)cc1
  -19	-12%
O=C(COc1ccc(Cl)cc1)Nc1nnc(-c2ccco2)o1
  ·	5%
Cc1ccc(-n2c(C)cc(/C=C(\C#N)C(=O)NCC3CCCO3)c2C)cc1 (stereo not given)
  -17	-13%
COc1cc(OC)cc(C(=O)OCC(=O)Nc2sccc2C(N)=O)c1
  2	-18%
COc1ccc(NC(=O)C2C3C=CC4(O3)C2C(=O)N(CCN2CCCCC2)C4C(=O)NC2CCCC(C)C2C)cc1 (stereo not given)
  27*	0.92µM*
CC(C)(C)[C@H]1C=C(C(=O)N2CCN(Cc3ccc4c(c3)OCO4)CC2)O[C@@H](OCc2ccc(CO)cc2)C1
  -1	0%
O=C(CN1C(=O)NC2(CCCc3ccccc32)C1=O)NCC(F)(F)F (stereo not given)
  ·	?
O=C(COC(=O)/C=C/C(=O)N1CCN(c2ccccc2)CC1)NC(c1ccccc1)c1ccccc1
  ·	?
COC(=O)c1ccc(COC(=O)CCS(=O)(=O)c2ccc(C)cc2)cc1
  ·	?
O=C(Nc1ccc(Nc2ccccc2)cc1)Nc1ccccc1Cl
  ·	?
Cc1cc(-c2nnc(CCC(=O)NCc3cc(F)cc(C(F)(F)F)c3)o2)no1
  ·	?
O=C(NCc1ccco1)c1ccc(CN2CCOCC2)cc1
  4	6%
Cc1ccccc1Nc1nnc(SCC2CCCCO2)s1 (stereo not given)
  ·	?
O=c1ccc(Br)c[nH]1
  11	7%
CCC(C)NC(=O)c1cnn2c1NC(c1cccs1)CC2C(F)(F)F (stereo not given)
  ·	?
COc1ccc(C(=O)NC2CCCc3ccccc32)cc1[N+](=O)[O-] (stereo not given)
  -4	i
CN(C)S(=O)(=O)c1cccc(NC(=O)Cc2ccc(Cl)cc2)c1
  ·	?

# Structures from the list above that have a COOH group:
# Values run as follows: Lipid storage S3 cell count max	Lipid storage S3
CCOc1ccc(C2C(C(=O)Nc3ccccc3)=C(C)N=c3s/c(=C/c4cccc(OCC(=O)O)c4)c(=O)n32)cc1 (stereo not given)
  -14	-7%
O=C(O)CCN1C(=O)c2ccc(NC(=O)CCc3ccccc3)cc2C1=O
  6	19%
O=C(O)c1ccc(CSc2nnc(-c3ccccc3)n2-c2ccccc2)cc1
  ·	?
CCOC(=O)c1c(-c2ccccc2)oc2ccc(OCC(=O)NNC(=O)CCCC(=O)O)cc12
  ·	?
O=C(CN1C(=O)C2C3c4ccccc4C(c4ccccc43)C2C1=O)Nc1cccc(C(=O)O)c1 (stereo not given)
  2	5%
